Assay outcomes deposited in PubChem BioAssay by Emory University Molecular Libraries Screening Center.
14-3-3g Raf: alters human 14-3-3 gamma binding to Raf peptide | P61981 | FP, 14-3-3gamma / TMR-pS259-Raf peptide binding | inhibition, % at 40 µM | 160,000 tested, 0.19% active | AID 422; in the data active = inhibition above about 30%;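 also: 0% = protein plus tracer without compound and 100% = blank with tracer alone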
Target sequence (P61981 whole entry, looked up): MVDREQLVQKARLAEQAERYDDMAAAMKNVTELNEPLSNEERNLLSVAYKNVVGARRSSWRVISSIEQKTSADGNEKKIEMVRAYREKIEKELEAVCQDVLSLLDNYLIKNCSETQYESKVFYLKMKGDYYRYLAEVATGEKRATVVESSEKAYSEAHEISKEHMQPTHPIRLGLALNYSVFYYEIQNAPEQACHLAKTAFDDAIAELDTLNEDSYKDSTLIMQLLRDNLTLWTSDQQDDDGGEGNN
Starred values were filed as active, the others as inactive; & = joins results of further samples.

SMILES	14-3-3g Raf
CCCCNC(=O)c1ccc(CNS(=O)(=O)c2ccc(Br)cc2)cc1	0
CCN1c2ccccc2-c2nc3ccccc3n2C1c1ccccn1 (centres undefined)	-5
O=[N+]([O-])c1nn(-c2ccccc2)n(O)c1=NC1CCCC1	10
CCOCCCn1c(=N)c(C(=O)OC)cc2c(=O)n3ccccc3nc21	-23
CCOc1ccc(C(=O)Nc2cccc(-c3nc4ccc(C)cc4o3)c2)cc1Br	-26
Cc1noc2c1C(=O)CC(C)(C)C2	0
CCc1ccc(NC(=O)CCN2C(=S)NC(C)(C)CC2C)cc1 (centres undefined)	10
CC(C)Cc1ccc(S(=O)(=O)N2CCN(c3cccc(C(F)(F)F)c3)CC2)cc1	4
CCN(CC)c1ccc(C2NC(=O)NC(C)=C2C(=O)OCCOC)cc1 (centres undefined)	-3
Cc1n[nH]c(C)c1Sc1ccccc1N=Cc1cc(Cl)ccc1O	-1
O=C(CCS(=O)(=O)c1cccc2nonc12)NCc1ccco1	2
CCC(=O)N1c2ccc(S(=O)(=O)NCc3ccc(C)cc3)cc2CC1C (centres undefined)	5
COc1cccc2c(=O)n(CC(=O)NC3CCCC3)ccc12	-1
CN1CCN(C(=O)c2ccc3c(c2)N(Cc2cccc(Cl)c2)C(=O)c2ccccc2S3=O)CC1 (centres undefined)	3
O=C(NCC1CCCO1)c1cc(-c2ccco2)nc2ccccc12 (centres undefined)	-15

3 entries from above, sorted by their value in 14-3-3g Raf, ascending:
SMILES	14-3-3g Raf
CCOc1ccc(C(=O)Nc2cccc(-c3nc4ccc(C)cc4o3)c2)cc1Br	-26
CCN1c2ccccc2-c2nc3ccccc3n2C1c1ccccn1 (centres undefined)	-5
O=[N+]([O-])c1nn(-c2ccccc2)n(O)c1=NC1CCCC1	10

Following part.
SMILES	14-3-3g Raf
CCOc1ccccc1CNC(=O)C1c2ccccc2C(=O)N(C)C1c1c[nH]c2ccccc12 (centres undefined)	8
C=CCOc1ccc(C2C(C(=O)OC)=C(C)NC3=C2C(=O)c2ccccc23)cc1OC (centres undefined)	-68
O=C(NCCN1CCN(c2ccccc2F)CC1)c1cccn2c(=O)c3ccc(Cl)cc3nc12	2
O=C1c2ccccc2C(=O)N1CC1c2ccccc2CCN1S(=O)(=O)c1cccc2nsnc12 (centres undefined)	-10
CC(=O)N1CCN(c2ccc([N+](=O)[O-])cc2F)CC1	-6
O=C(Nc1ccccc1Br)c1ccccc1I	3
O=[N+]([O-])c1ccc(C2SCCN2S(=O)(=O)c2ccc(Br)cc2)cc1 (centres undefined)	5
Cc1cccc(NC(=O)CSc2nc(N)cc(=O)[nH]2)c1	-3
COc1ccc(-n2c(C=Cc3cccc4ccccc34)nc3ccccc3c2=O)cc1OC	-4
O=C(CN1C(=O)NC2(CCCCC2)C1=O)Nc1ccccc1Cl	-4
Cc1cc(N2C3CCC2CC(O)(c2ccc(F)cc2)C3)nc(-c2ccccc2)n1 (centres undefined)	-2
CC(=O)c1cc2c(cc1N)OCO2	2&0
O=[N+]([O-])c1ccc(Cl)c(N2CCCCC2)c1	-3
Cc1ncc(CO)c2cc(-c3nnc(Nc4ccccc4[N+](=O)[O-])s3)c(=O)oc12	-4
N=c1n(CCN2CCOCC2)c2ccccc2n1Cc1ccccc1Br	0

An excerpt from above in order of molar mass, lowest first:
SMILES	14-3-3g Raf
Cc1cc(N2C3CCC2CC(O)(c2ccc(F)cc2)C3)nc(-c2ccccc2)n1 (centres undefined)	-2
N=c1n(CCN2CCOCC2)c2ccccc2n1Cc1ccccc1Br	0
C=CCOc1ccc(C2C(C(=O)OC)=C(C)NC3=C2C(=O)c2ccccc23)cc1OC (centres undefined)	-68
CCOc1ccccc1CNC(=O)C1c2ccccc2C(=O)N(C)C1c1c[nH]c2ccccc12 (centres undefined)	8

Remaining list, next part.
SMILES	14-3-3g Raf
Cc1cccc2oc(-c3cccc(N=Cc4cc(Cl)cc([N+](=O)[O-])c4O)c3)nc12	-39
CC(=O)OCC[N+](C)(C)C	-2
O=C1c2ccccc2C(=O)N1CCCSc1nc2ccccc2o1	1
COc1ccccc1C(=O)Nc1cccc(Cl)c1	-28
O=C(O)c1ccc2c(c1)C(=O)N(c1ccc(F)cc1)C2=O	-1
Cc1ccc2nc(-c3cccc(NC(=O)c4ccco4)c3)[nH]c2c1	-18
CCOC(=O)C1C2C=CC3(CN(CCc4ccccc4)C(=O)C13)O2 (centres undefined)	-5
CCOCCOC(=O)C1=C(C)NC2=C(C(=O)C(C(=O)OC)C(C)C2)C1c1cccc(Cl)c1 (centres undefined)	-4
CCCCCOC(=O)C1=C(C)NC2=C(C(=O)CCC2)C1c1cccc(OC)c1OC (centres undefined)	0
COCCCNC(=O)CN(c1cc(OC)ccc1OC)S(=O)(=O)c1ccccc1	-10
Cc1ccc(C(c2c(C)[nH]c3ccccc23)c2c(C)[nH]c3ccccc23)o1	-44
COc1ccccc1NS(=O)(=O)c1cccc2c1C(=O)c1ccccc1C2=O	2
Cc1cccc(OCCCN2CCCCCC2)c1	-8
CCOC(=O)c1cnc2c(C)cc(C)cc2c1NCCN(C)C	-4
COCc1cc(C)nc(N)c1C#N	-4&-11

Some of the entries so far, as labelled records:
> COc1ccccc1NS(=O)(=O)c1cccc2c1C(=O)c1ccccc1C2=O
  14-3-3g Raf: 2

> CCCCCOC(=O)C1=C(C)NC2=C(C(=O)CCC2)C1c1cccc(OC)c1OC (centres undefined)
  14-3-3g Raf: 0

> Cc1ccc(C(c2c(C)[nH]c3ccccc23)c2c(C)[nH]c3ccccc23)o1
  14-3-3g Raf: -44

Continued:
SMILES	14-3-3g Raf
Cc1cc(C)nc(NC2=NCC(=O)N2CCc2c[nH]c3ccccc23)n1	-6
Cc1cc(/C(O)=C2\C(=O)C(=O)N(CCN(C)C)C2c2ccncc2)ccc1OCc1ccccc1 (centres undefined)	1
Cc1ccc(C(=O)NCc2ccc3c(c2)OCO3)cc1N1CCCC1=O	-6
Cc1ccc(S(=O)(=O)N2CCN(c3ccc([N+](=O)[O-])c(NC(C)CCc4ccccc4)c3)CC2)cc1 (centres undefined)	-18
COc1cccc(-c2nc3ccc(O)cc3c(=O)o2)c1	1
O=C(Nc1ccc(-c2ccc([N+](=O)[O-])cc2)cc1)c1cccc(Br)c1	-22
Cc1ccc(NC(=O)c2cc(=O)c3ccccc3o2)cc1	6
Nc1nc(SCC(=O)NCCN2CCOCC2)nc2sc3c(c12)CCCC3	-7
COc1ccc(NC(=O)c2cc(CN3C(=O)c4ccccc4C3=O)ccc2OC)cn1	-1
CCCc1nc(SCC(=O)Nc2cc(C)on2)c2c(=O)n(C)c(=O)n(C)c2n1	0
Fc1ccccc1Cn1nnc2c(NCCc3ccccn3)ncnc21	-12
CC(=O)c1ccc2c3c(cccc13)C(=O)N(c1c(C)nn(C)c1C)C2=O	0
NC(=O)C1CCN(S(=O)(=O)c2cccc(S(=O)(=O)N3CCCCC3)c2)CC1	-2
O=C(Nc1cccnc1)c1cc(-c2ccco2)on1	-23
C=CCN(C(=O)Nc1ccccc1)C1CC(=O)N(c2ccc(OC)cc2)C1=O (centres undefined)	-1
CCOC(=O)C1=C(C)N=C2SCCC(=O)N2C1c1ccc(OCc2ccccc2)c(OC)c1 (centres undefined)	-31
COc1cc2nc(NCC3CCCO3)n3nc(-c4cccnc4)nc3c2cc1OC (centres undefined)	-22
FC(F)(F)c1c2c(nc3cc(-c4ccc(Cl)cc4)nn13)CCC2	-12
O=C(NC1CCCC1)c1c[nH]c2ccc(S(=O)(=O)Nc3cccc(C(F)(F)F)c3)cc2c1=O	-13
COc1cc2c(cc1OC)C(COc1cccc(C(F)(F)F)c1)N(C(=O)c1ccc(S(=O)(=O)N3CCOCC3)cc1)CC2 (centres undefined)	0
Cc1cc(C(=O)OCC(=O)c2ccc(Cl)c([N+](=O)[O-])c2)c2cccc(C)c2n1	-76
COc1ccc(C(=O)Nc2cccc3c2C(=O)NC3=O)cc1S(=O)(=O)N1CCOCC1	-6
CCNS(=O)(=O)c1cccs1	2
CCOC(=O)c1cn2c3c(c(F)c(F)c(F)c3c1=O)SC(N1CCCC1)=N2	-6
CCOc1ccc(C2=Nn3c(nnc3-c3ccccn3)SC2)cc1	-7
Cc1cccc(NC(=O)c2cc(S(=O)(=O)NC3CCCCC3C)ccc2F)c1C (centres undefined)	1
CCn1c(SCC(=O)NCc2cccs2)nc2c1c(=O)n(C)c(=O)n2C	4
CSc1cccc(NC(=O)CSc2nc3ccccc3o2)c1	-6&-7
CC(C)C(=O)NCCSc1c(-c2ccccc2)[nH]c2ccccc12	2
CCN(CC)CCN1C(=O)Cn2c(C)c(C)c3cccc1c32	-3

Laid out differently: results already given
mol,14-3-3g Raf
Cc1ccc(NC(=O)c2cc(=O)c3ccccc3o2)cc1,6
Nc1nc(SCC(=O)NCCN2CCOCC2)nc2sc3c(c12)CCCC3,-7
COc1ccc(NC(=O)c2cc(CN3C(=O)c4ccccc4C3=O)ccc2OC)cn1,-1
CCCc1nc(SCC(=O)Nc2cc(C)on2)c2c(=O)n(C)c(=O)n(C)c2n1,0
Fc1ccccc1Cn1nnc2c(NCCc3ccccn3)ncnc21,-12

Following part
SMILES	14-3-3g Raf
Cc1nc2c(C(=O)NC3CC3)cnn2c(C)c1Cc1ccccc1F	-9
O=C(C1COc2ccccc2O1)N1CCOCC1 (centres undefined)	-2
COCCNC(=O)Cn1nc(-c2ccccc2OC)ccc1=O	2
CCc1sc(-c2cc3ccccc3oc2=O)nc1-c1ccc(C)cc1	-20
O=C(CCN1C(=O)c2ccccc2C1=O)N1CCc2ccccc2C1	8
CCC(C)NS(=O)(=O)c1ccc(OC)c(OC)c1 (centres undefined)	-7
CCn1cc(C(=O)OCc2ccc(F)cc2)c(=O)c2ccc(C)nc21	-2
Cc1ccccc1NC(=O)CCNC(=O)C(c1ccccc1)c1ccccc1	-5
CC1=C(C(=O)Nc2ccccn2)C(c2ccccc2Cl)C2=C(CCCC2=O)N1 (centres undefined)	-2
CCCn1c(-c2ccccc2)nc2c(=O)n(C)c(=O)[nH]c21	-5
O=C(Nc1ccc(O)c(-c2nc3ccccc3[nH]2)c1)C1CCCCC1	-4
CCNC(=O)c1cc2c(=O)n3cccc(C)c3nc2n(CCCOC)c1=N	-9
Cc1[nH]nc2c1C1(CCN(Cc3ccccc3)CC1)C(C#N)=C(N)O2	-9
c1ccc(OCCSc2nc3ccccc3[nH]2)cc1	0
O=C(O)CCC(C(=O)O)n1c(O)c(C2=c3ccccc3=NC2=O)sc1=S (centres undefined)	3
O=C(NC1CCCc2ccccc21)C1CCN(c2nnc(-n3cccc3)s2)CC1 (centres undefined)	-4
COc1ccc(OC)c(-n2cnc3cc(C(=O)NCc4ccco4)ccc32)c1	-164
CCC(C)n1c(SC(C)C#N)nc2ccccc2c1=O (centres undefined)	2
Cc1cccc(N2C(=O)CC(N3CCN(C4CC(=O)N(c5cccc(C)c5)C4=O)CC3)C2=O)c1 (centres undefined)	-59
O=C(COc1ccccc1)Nc1ccccc1N1CCN(c2ccc(F)cc2)CC1	-1
Cn1c(C(O)c2ccccc2)nc(Cl)c1Cl (centres undefined)	-3
CCOCCCN1CN(Cc2ccco2)CNC1=S	-7
Cc1ccc(C)c(NC(=O)CSc2nc3c(c(=O)n2-c2ccc([N+](=O)[O-])cc2)SCC3)c1	-7
COC(=O)C(C)Sc1nc2c([nH]c3ccccc32)c(=O)n1C (centres undefined)	-9
C=CCN(CC=C)S(=O)(=O)c1ccc(C(=O)N2CCc3ccccc3C2)cc1	-11
CCOC(=O)c1c(NC(=O)c2ccc(S(=O)(=O)N3CCOCC3)cc2)sc2c1CCC2	-3
COc1cc2c(cc1OC)C(C(=O)NCC1CCCO1)C1c3ccccc3CCN1C2=O (centres undefined)	5
CC(=O)c1cccc(NS(=O)(=O)c2cccc(C(=O)Nc3ccccc3[N+](=O)[O-])c2)c1	-9
CC(=O)c1ccc(N=Cc2ccc(OC(=O)c3ccccc3)cc2)cc1	4
O=C(Nc1ccccc1C(=O)Nc1ccccc1C(=O)NCc1ccco1)c1ccco1	-4
Cc1cc(NC(=O)c2cc(-c3cccnc3)nc3c(C)c(C)ccc23)no1	1
Clc1cccc(-c2nnc3sc(-c4ccc5c(c4)OCO5)nn23)c1	-10
CCCC(=O)Nc1c2c(nn1-c1cccc(C)c1C)CS(=O)C2 (centres undefined)	-2
COc1cccc(NC(=O)N2CCCC2C(=O)Nc2ccc3c(c2)OCO3)c1 (centres undefined)	-2
Cc1cccc(N2CCN(C(=O)Cn3ccc4ccccc4c3=O)CC2)c1C	1
COc1cc2c(C(=O)NCc3ccc(C)o3)cn(CC(C)C)c(=O)c2cc1OC	-6
CCCOc1ccc(Cc2nc3cc(C(=O)O)ccc3[nH]c2=O)cc1	-7
Cc1cccc(OCC(=O)NCc2ccncc2)c1	-17
COc1ccccc1C1CC(c2c(C)nc3ccc(Br)cc3c2-c2ccccc2)=NN1C(=O)CCC(=O)O (centres undefined)	-9
Cc1cc(C(=S)N2CCOCC2)c(C)n1-c1ccc(C(=O)O)cc1	-3
CCCc1cc(=O)[nH]c(SCC(=O)NC(=O)OCC)n1	-1
CC(C)OC(=O)c1c(NC(=O)C2CCCCC2)sc2c1CCCC2	5
Cc1cc(NC(=O)c2ccc(C(=O)c3ccccc3)o2)cc(C)c1O	-7
CC1=CC(c2ccccc2)n2nc(N3C(=O)c4ccccc4C3=O)nc2N1 (centres undefined)	1&4
CCCn1c(=NC(=O)c2ccccc2)c(C(=O)OCC)cc2c(=O)n3ccccc3nc21	-8
CCCC(=O)Oc1ccc2c(=O)c(Oc3cc(C)cc(C)c3)c(C(F)(F)F)oc2c1	-8
O=C(Nc1ccc2nsnc2c1)N1CCCCCC1	-1
COc1ccc(N2C(=O)C3C4C=CC(C4)C3C2=O)cc1Cl (centres undefined)	0
COc1cc(C(=O)n2cnc3ccccc32)ccc1OCc1ccc(Cl)cc1	-11

This is a subset, so the mix of outcomes need not match the whole.
